Source: PubChem
RNase H inhibition = RNase H inhibition, HIV 1 Gag Pol polyprotein, FRET biochemical assay, screening (AID 372); HIV-1 RT RNase H, FRET RNA/DNA substrate fluorescence; higher % means a stronger effect; actives 0.77% (n = 100,000); inhibition, % at 10 µM, or IC50 in µM where a hit was titrated; in the data active means inhibition above about 50%
An asterisk follows results filed as active.

compound,RNase H inhibition
CC1=C(C(=O)OCCc2ccccc2)C(c2cc3c(cc2Cl)OCO3)C2=C(CC(c3ccccc3)CC2=O)N1 (stereo not drawn),2%
O=C(NC(=S)Nc1ccc(Cl)c(-c2nc3ncccc3o2)c1)c1ccc(F)cc1,17%
Cc1ccc(S(=O)(=O)Nc2ccccc2-c2nc3ccccc3c(=O)o2)cc1,13%
O=C(Nc1nnc(-c2ccc(Cl)cc2)s1)Nc1ccc(Cl)cc1Cl,43%
C=CCN1C(=O)/C(=C2\SC(=S)N(c3c(C)n(C)n(-c4ccccc4)c3=O)C2=O)c2ccccc21,16%
Cc1ccc(N2CCN(C3=NC(=O)/C(=C\c4ccc(OC(C)C)cc4)S3)CC2)cc1Cl,13%
O=C(N1CCN(c2ccccc2)CC1)C(Cl)(Cl)Cl,6%
O=C(Nc1ccc(F)cc1)C(=O)NC1CC1,8%
CCOC(=O)C1=C(C)N=c2s/c(=C\c3cccc(O)c3)c(=O)n2C1c1cc(OC)ccc1OC (stereo not drawn),3%
COC(=O)c1ccc(C(=O)OC)c(NC(=O)CCC(=O)O)c1,0%

(continued)
compound,RNase H inhibition
C/C=C/c1ccc(OCCCCOc2ccccc2Cl)c(OC)c1,17%
O=C(NC(=S)Nc1nc(-c2ccccc2)cs1)c1ccccc1Cl,12%
CCOC(=O)C1=C(C)N=c2s/c(=C\c3ccc(N(CC)CC)cc3)c(=O)n2C1c1cc(OC)ccc1OC (stereo not drawn),0%
CS(=O)(=O)N(CC(=O)NCCSCc1ccc(Cl)cc1)c1cccc(C(F)(F)F)c1,22%
O=C1OC(c2ccc(F)cc2)=N/C1=C\c1ccccc1[N+](=O)[O-],10%
C/C(=N\N=C1\NC(=O)C(CC(=O)Nc2cccc(C)c2C)S1)c1ccccc1 (stereo not drawn),0%
COc1ccc(C2CC(=O)C3=C(C2)Nc2ccccc2NC3c2ccc(C(F)(F)F)cc2)cc1 (stereo not drawn),18%
Clc1cccc(Cl)c1/C=N\N1CCN(c2ccccc2)CC1,14%
O=c1cc(CSc2ccc(Cl)cc2)[nH]n1-c1ccccc1,16%
O=C(c1ccc(F)cc1)N1CCN(Cc2ccc(F)cc2)CC1,0%

Later entries
compound,RNase H inhibition
Cc1ccc(S(=O)(=O)N(CCO)Cc2ccccc2)cc1,13%
COC(=O)C1=C(C)N=c2s/c(=C/c3ccc(Cl)cc3Cl)c(=O)n2C1c1ccccc1 (stereo not drawn),12%
Cc1ccc(Cl)c(OCC(O)Cn2cnc3ccccc32)c1 (stereo not drawn),0%
O=C(/C=C/c1ccco1)c1ccc(NC(=O)c2ccco2)cc1,9%
O=C(O)c1ccccc1-c1ccc(/C=C2\SC(=Nc3ccccc3)N(c3ccccc3)C2=O)o1,24%
CCN(CC)c1ccc(/C=N/Nc2cc(N3CCOCC3)nc(N3CCOCC3)n2)cc1,33%
Cc1nc2ccccc2c(=O)n1/N=C/c1ccco1,1%
Cc1ccc(OCC(=O)NNC(=O)c2cccc(F)c2)c(C)c1,16%
CCCCC(=O)N1c2ccccc2NC2=C(C(=O)CC(C)(C)C2)C1c1cccs1 (stereo not drawn),13%
O=C(COC(=O)C1CCN(S(=O)(=O)c2cccc3cccnc23)CC1)c1ccc([N+](=O)[O-])cc1,10%

The list continues.
compound,RNase H inhibition
O=[N+]([O-])c1cc(C(F)(F)F)ccc1N1CCOCC1,0%
O=C(N/N=C/c1cccc(Cl)c1Cl)c1cccc(F)c1,19%
O=C1C2C(C(=O)N1c1ccncc1)C1C=CC2C12CC2 (stereo not drawn),5%
CC(C)(C)c1ccc(/C=C/C(=O)N2CCc3ccccc3C2)cc1,26%
C=CCN1C(=O)/C(=C/c2cccc(OCc3ccccc3Cl)c2)SC1=S,28%
C/C=C/c1ccc(OCCCCOc2ccccc2C=O)c(OC)c1,21%
CC(C)(C)NS(=O)(=O)Nc1ccccc1[N+](=O)[O-],15%
CCC(C)OC(=O)C1=C(C)NC(=O)NC1c1cccc(Br)c1 (stereo not drawn),15%
COc1cc([N+](=O)[O-])ccc1N1CCCC1,28%
O=C(Nc1ccc(Cl)cc1)c1cc([N+](=O)[O-])ccc1Cl,9%

Other structures.
compound,RNase H inhibition
C=CCN1C(=O)/C(=C\c2ccc(OCc3ccc(F)cc3)c(OC)c2)C(=O)NC1=S,17%
Cc1ccc(NC(=S)NC(=O)c2ccccc2Cl)c(Br)c1,10%
COc1ccccc1N1C(=O)CC(S/C(N)=N/N=C(\C)c2ccc(F)cc2)C1=O (stereo not drawn),7%
COc1ccccc1NC(=O)CN(c1ccccc1OC)S(=O)(=O)c1ccccc1,6%
O=P1(C(Nc2ccc(O)cc2)c2ccc(Br)cc2)OCCCO1 (stereo not drawn),0%
O=[N+]([O-])c1ccc(O)c(C=Nc2cc(S(=O)(=O)c3ccc(O)c(N=Cc4cc([N+](=O)[O-])ccc4O)c3)ccc2O)c1,2%
N#C/C(=C\c1ccc(-c2cccc(Cl)c2)o1)c1ccc(Cl)cc1,29%
CC(C)(C)c1ccc(C2=N/C(=C\c3cccnc3)C(=O)O2)cc1,5%
NNc1nnc(-c2ccccc2)c2ccccc12,4%
COC(=O)CN(c1ccccc1C)S(C)(=O)=O,6%

Next records.
compound,RNase H inhibition
COc1ccc(CN2CCCN(C)CC2)c(OC)c1OC,3%
CCOC(=O)c1c(NC(=O)c2cccc([N+](=O)[O-])c2)sc(C(=O)Nc2ccc(C)cc2C)c1C,11%
Cc1ccc(-n2c(C)cc(C=O)c2C)cc1[N+](=O)[O-],0%
O=C(N/C(=C\c1ccco1)C(=O)N1CCCC1)c1cccs1,2%
CN1CCC(=NNC(=O)C(=O)NCc2ccccc2)CC1,6%
COc1ccc(C(=O)Nc2ccc3c(c2)OCO3)cc1,15%
O=C(Nc1ccccc1C(=O)N1CCOCC1)c1cccc(F)c1,16%
CC1=C(C(=O)Nc2cc(Cl)ccc2C)C(c2ccccc2Cl)NC(=S)N1 (stereo not drawn),11%
Fc1ccccc1-c1nnn(Cc2ccc3c(c2)OCO3)n1,4%
O=C(NOC(=O)c1ccccc1Br)c1ccc(Cl)cc1,4%

Next entries.
compound,RNase H inhibition
O=C(Nc1cc(Oc2cccnc2)cc([N+](=O)[O-])c1)c1nn2c(C(F)(F)F)cc(-c3cccs3)nc2c1Br,12%
CCOC(=O)COc1ccc2c(C(F)(F)F)cc(=O)oc2c1,0%
Cc1ccc(/C(O)=C/c2nc3ccc([N+](=O)[O-])cc3oc2=O)o1,10%
CCOC(=O)C1=C(O)/C(=C/c2ccccc2)SC1=Nc1ccc(F)cc1,22%
Cc1ccc(NC(=O)c2cc3ccccc3oc2=O)c(C)c1,6%
COc1ccc(N(C(C)C(=O)N/N=C/c2cccc(OC)c2O)S(C)(=O)=O)cc1 (stereo not drawn),15%
CC(C)N1C(=O)c2cccc3c(N4CCCCC4)ccc(c23)C1=O,13%
CCOc1cc(/C=C2\SC(N)=NC2=O)ccc1OCc1ccc(Br)cc1,18%
Cn1c(SCC(=O)N/N=C/c2c(Cl)cccc2Cl)nc2ccccc21,23%
CCOC(=O)C1=NNC(C(=O)OCC)(C(=O)OCC)C1c1ccccc1 (stereo not drawn),0%

Four neighbouring entries out of the list so far, for reference:
compound,RNase H inhibition
CC(C)N1C(=O)c2cccc3c(N4CCCCC4)ccc(c23)C1=O,13%
CCOc1cc(/C=C2\SC(N)=NC2=O)ccc1OCc1ccc(Br)cc1,18%
Cn1c(SCC(=O)N/N=C/c2c(Cl)cccc2Cl)nc2ccccc21,23%
CCOC(=O)C1=NNC(C(=O)OCC)(C(=O)OCC)C1c1ccccc1 (stereo not drawn),0%

(listing goes on)
compound,RNase H inhibition
CCC1=NN2C(=N)/C(=C/c3ccc(-c4ccc([N+](=O)[O-])cc4Cl)o3)C(=O)N=C2S1,12%
CCOC(=O)C1=C(c2ccccc2)NC(=S)NC1c1cccc(OC)c1 (stereo not drawn),2%
Cc1cc(C)c2nc(NC(=O)c3ccc(C(C)(C)C)cc3)sc2c1,20%
CC(=O)OCC1CC2=C(CCCC2(C)C)CC1C (stereo not drawn),20%
CCOC(=O)c1c(NC(=O)c2sc3ccccc3c2Cl)sc2c1CCC(C)C2 (stereo not drawn),14%
CCOc1ccc(S(=O)(=O)N2CCN(c3ccccc3)CC2)c2ccccc12,25%
COc1ccc(C(=O)NNC(=O)c2ccc(C)cc2)c(OC)c1,0%
N#CSCCCCOc1ccccc1Br,0%
CCOc1ccccc1N1CCN(C(=O)C(Sc2ccccc2)c2ccccc2)CC1 (stereo not drawn),9%
COc1cc(C(=O)Oc2cccc(C(=S)N3CCOCC3)c2)cc(OC)c1OC,16%

Overlap with the part before: two compounds, then new ones.
compound,RNase H inhibition
CCOc1ccccc1N1CCN(C(=O)C(Sc2ccccc2)c2ccccc2)CC1 (stereo not drawn),9%
COc1cc(C(=O)Oc2cccc(C(=S)N3CCOCC3)c2)cc(OC)c1OC,16%
Cc1ccc(C(=O)Nc2cccc(C(=O)O)c2)cc1S(=O)(=O)NCc1ccccc1,0%
Cc1ccccc1N(CC(=O)NCc1ccccn1)S(C)(=O)=O,1%
N#C/C(=C/c1ccc(I)o1)c1nc2ccccc2[nH]1,10%
COc1cc(C)c(/C=C2\C(=O)NC(=O)N(Cc3ccccc3)C2=O)cc1C,15%
CC(C)(C)c1csc(NC(=O)c2ccc(Cl)c([N+](=O)[O-])c2)n1,7%
CC1=C(C(=O)OCC2CCCO2)C(c2ccccn2)C2=C(CC(C)(C)CC2=O)N1 (stereo not drawn),2%
S=C1NC(c2ccc(Br)cc2)=CC(c2ccc(Br)cc2)N1 (stereo not drawn),8%
CCOc1ccc(-c2csc(-c3nc(-c4ccc(OCC)cc4)cs3)n2)cc1,10%
O=[N+]([O-])c1ccc(N/N=C/c2ccc(-c3ccc(Cl)cc3)o2)cc1,41%
COc1ccc(N2C(=O)CC(NCc3ccc(Cl)c(Cl)c3)C2=O)cc1 (stereo not drawn),7%

(cont.)
compound,RNase H inhibition
CN(/N=C/c1ccccc1Sc1ccccc1)c1ccccc1,8%
COc1ccccc1NC(=O)c1ccc(CN2CCOCC2)cc1,6%
CCCOc1ccc(C=C2C(=O)N(C)C(=O)N(C)C2=O)cc1OC,7%
Cc1cccc(NC(=O)CCC(=O)c2ccc(F)cc2)c1,4%
O=C1NC(=O)N(c2cccc(Br)c2)C(=O)/C1=C/c1cccc(Cl)c1,7%
Cc1ccc(NC(=O)c2cnn(-c3ccccc3)c2NC(=O)c2ccccc2F)cc1,7%
COc1cc(/C=C(/NC(=O)c2ccccc2)C(=O)Nc2ccccc2)c([N+](=O)[O-])cc1OC,8%
O=C(Oc1cccc2ccccc12)c1ccco1,16%
O=C1/C(=C\c2ccc(-c3ccccc3Cl)o2)SC(=S)N1c1ccccc1,8%
CCn1c2ccccc2c2cc(NS(=O)(=O)c3ccccc3[N+](=O)[O-])ccc21,25%

Next compounds follow:
compound,RNase H inhibition
COc1cc(C)ccc1OCCOc1c(C)cc(Cl)cc1Cl,8%
COc1ccc(C2CC(C(F)(F)F)n3nc(C(=O)Nc4ccc(C(C)O)cc4)c(Cl)c3N2)cc1 (stereo not drawn),16%
COC1=C(C(C)(C)C)C(=O)C(=O)C(C(C)(C)C)=C1OC,3%
COc1ccc(N(C)CN2C(=O)CSC2=O)cc1,7%
CCN(CC)Cc1c(O)ccc2c(=O)c(Oc3ccccc3Br)c(C(F)(F)F)oc12,4%
COC(=O)c1ccc(NS(=O)(=O)c2ccc(OC)cc2)cc1,0%
N#C/C(=C/c1cccc(F)c1)C(=O)Nc1cccc(Br)c1,3%
CN1C(=O)/C(=C2/SC(=Nc3cccc(Cl)c3Cl)NC2=O)c2ccccc21,9%
O=[N+]([O-])c1ccc(Cl)c(/C=N/NS(=O)(=O)c2ccccc2)c1,28%
O=C1OC(c2ccccc2)OC(=O)C1=Cc1ccc(-c2cc([N+](=O)[O-])ccc2Cl)o1 (stereo not drawn),28%

Following part
compound,RNase H inhibition
CC1=C(C(=O)OCC(C)C)C(c2cccc(F)c2)C2=C(CC(c3cccs3)CC2=O)N1 (stereo not drawn),5%
COc1ccccc1N1CCN(C(=O)c2cccc(Cl)c2)CC1,15%
O=C(/C=C/c1cccc([N+](=O)[O-])c1)Nc1ccc(-c2nc3ccccc3o2)c(O)c1,14%
O=c1c2ccccc2nc(/C=C/c2cccc([N+](=O)[O-])c2)n1-c1ccccc1[N+](=O)[O-],19%
COc1ccc(NS(=O)(=O)c2ccc(Cl)c(C(=O)Nc3cccc(C(=O)O)c3)c2)cc1,11%
COc1cccc(N2C(=O)/C(=C/c3ccc(O)cc3)SC2=S)c1,5%
CCc1cc(=O)oc2cc(OCc3ccc(C(=O)OC)cc3)c(Cl)cc12,0%
Cc1cc(Cl)ccc1OCC(=O)NCCc1nc2ccccc2[nH]1,2%
Cc1c(N2C(=O)S/C(=C\c3ccccc3)C2=O)c(=O)n(-c2ccccc2)n1C,0%
Cn1c2ccccc2c2nc3ccccc3nc21,0%

Part of the list above in another layout.
O=c1c2ccccc2nc(/C=C/c2cccc([N+](=O)[O-])c2)n1-c1ccccc1[N+](=O)[O-]
  RNase H inhibition: 19%
Cn1c2ccccc2c2nc3ccccc3nc21
  RNase H inhibition: 0%
COc1cccc(N2C(=O)/C(=C/c3ccc(O)cc3)SC2=S)c1
  RNase H inhibition: 5%
CCc1cc(=O)oc2cc(OCc3ccc(C(=O)OC)cc3)c(Cl)cc12
  RNase H inhibition: 0%

Additional structures
compound,RNase H inhibition
COc1cccc(NC(=S)NC(=O)c2ccccc2Cl)c1,12%
O=C(Nc1cccc2ccccc12)OCC#Cc1ccc([N+](=O)[O-])cc1,30%
COCCOC(=O)C1=C(C)NC2=C(C(=O)CC(C)(C)C2)C1c1ccc(Br)cc1 (stereo not drawn),5%
CCOC(=O)C1C(=O)CC(C)(O)C(C(=O)OCC)C1c1ccc(OC)cc1 (stereo not drawn),7%

This is a subset. The share of hits here may be higher or lower than overall.
